Source: PubChem
ABHD5 PLIN5 PPI: ABHD5-PLIN5 protein interaction inhibition; AID 602281; Q00G26+Q8WTS1; 360,000 tested, 0.78% active; Split G. princeps luciferase complementation, luminescence, 4 h; inhibition, % at 4 µM;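 active = inhibition above the mean inhibition across every tested compound plus 3 SD, cut at about 22% in these data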;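 also: 0% = DMSO only wells and the 100% control is not disclosed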
CaV13 FRET inh: Primary screen for inhibitors of IQ motif and Ca2+-dependent inactivation inhibitor domain binding in CACNA1D, Förster resonance energy transfer in living cells, …; 340,000 tested, 0.098% active; inhibition, % at 12.3 µM; HEK cells, CFP/YFP FRET ICDI-IQ, plate reader, 10 min; percent FRET-ratio fall versus neutral wells;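 active = mean replicate inhibition of at least 30% and at least 1% of replicates passing that level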;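 also: 0% = median of the neutral control wells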
PDI inh: inhibitors of human protein disulfide isomerase | 350,000 tested, 0.052% active | PDI insulin aggregation turbidity, A650, 90 min | inhibition, % at 10 µM | P07237;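 active = mean inhibition across replicates of 30% or more, whatever share of single replicates reach that level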;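 also: absorbance from insulin aggregation driven by PDI reduction with DTT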
ABCB6 inh MLPCN: blocks the human ABCB6 transporter. Q9NP58. K562-ABCB6 porphyrin accumulation, flow cytometry, 1 h; active compounds read low. fluorescence ratio to DMSO, % at 10 µM. 360,000 tested, 0.19% active. AID 602162;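 active = fluorescence ratio to DMSO below 75%, the collection mean minus 3 SD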;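 also: signal is porphyrin accumulated inside mitochondria; 100% equals median channel fluorescence of DMSO control wells; lower ratio means ABCB6 inhibition with less porphyrin fluorescence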
Target sequence (Q9NP58 whole entry, looked up): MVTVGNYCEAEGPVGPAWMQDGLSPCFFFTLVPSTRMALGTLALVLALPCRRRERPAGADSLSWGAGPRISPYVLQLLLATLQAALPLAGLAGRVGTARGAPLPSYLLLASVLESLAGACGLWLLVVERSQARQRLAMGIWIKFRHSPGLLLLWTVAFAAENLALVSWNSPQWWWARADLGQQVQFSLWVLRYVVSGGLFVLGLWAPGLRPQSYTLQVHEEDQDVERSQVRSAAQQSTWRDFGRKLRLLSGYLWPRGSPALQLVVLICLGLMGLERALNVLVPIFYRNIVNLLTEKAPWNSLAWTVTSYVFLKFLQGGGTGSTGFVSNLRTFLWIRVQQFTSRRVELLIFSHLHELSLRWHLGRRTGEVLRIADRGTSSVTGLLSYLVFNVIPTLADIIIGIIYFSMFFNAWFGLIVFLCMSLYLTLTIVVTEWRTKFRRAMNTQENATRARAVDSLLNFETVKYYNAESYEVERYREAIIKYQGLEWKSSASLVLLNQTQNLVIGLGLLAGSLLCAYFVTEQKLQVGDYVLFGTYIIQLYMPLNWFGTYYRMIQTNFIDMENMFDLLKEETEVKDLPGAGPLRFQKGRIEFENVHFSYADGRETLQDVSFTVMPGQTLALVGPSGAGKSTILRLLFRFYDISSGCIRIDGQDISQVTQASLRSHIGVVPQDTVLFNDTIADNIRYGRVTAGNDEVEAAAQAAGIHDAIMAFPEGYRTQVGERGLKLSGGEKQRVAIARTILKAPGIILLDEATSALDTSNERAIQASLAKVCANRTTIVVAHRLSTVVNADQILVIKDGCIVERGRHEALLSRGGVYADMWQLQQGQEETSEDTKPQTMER
N-glyco inh: N-linked glycosylation inhibition; D54 ERlucT glycosylation luciferase reporter, 24 h; percent of 100 nM tunicamycin response; reporter increase, % at 12.5 µM; 360,000 tested, 0.23% active;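 active = mean luciferase reporter signal, scaled so untreated is 0 and the glycosylation-blocking control 100, at or above a set limit in every replicate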;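 also: luciferase carries N-glycosylation sites so blocking glycosylation raises the light; 0% = median of neutral control wells and 100% = median of 100 nM tunicamycin wells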
MC4R ag barr: activates human MC4R beta-arrestin recruitment; U2OS MC4R beta-arrestin complementation, luminescence; percent of melanotan II response, DMSO zero; activation, % at 8.9 µM; 360,000 tested, 0.98% active; P32245;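 active = activation above a per-plate cutoff, the mean activation of sample wells on that plate plus 3 SD, cut at about 8% in these data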
m5-HT2A agonist: activates the mouse 5-HT2A serotonin receptor. P35363. CHO-K1 mHTR2A beta-arrestin complementation, luminescence; percent of 30 µM serotonin response. activation, % at 7.6 µM. 360,000 tested, 0.66% active;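 active = activation above a run cutoff, the mean activation of all tested compounds plus 3 SD, cut at about 14% in these data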;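 also: 0% = plate median of compound wells and 100% = 30 µM serotonin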
Cardio protect: protects H9c2 cardiomyocytes from peroxide injury. H2O2 injury protection, ATPLite, 2 h. protection from H2O2 cell death, % at 20 µM. 360,000 tested, 0.63% active;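 active = compounds giving at least 50% protection of heart cells from peroxide-induced death in the single-dose screen, raw or plate-pattern-corrected value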;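 also: 0% = DMSO wells with peroxide and 100% = DMSO wells without peroxide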
Granule exo inh: lytic granule exocytosis inhibition | TALL-104 LAMP-1 surface exposure, flow cytometry; cells stimulated with thapsigargin and PMA | inhibition, % at 10 µM | 360,000 tested, 0.66% active | AID 651702;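 active = inhibition above about 55%, limit read from the data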
MC4R antag cAMP: antagonists of human melanocortin 4 receptor (MC4R) | inhibition, % at 6.5 µM | P32245 | MC4R-expressing cells, MTII-stimulated cAMP, LANCE TR-FRET | 360,000 tested, 0.48% active;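 active = inhibition above its plate's cutoff, the mean of tested wells on that plate plus 3 SD, cut at about 29% in these data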;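 also: 0% = Melanotan II alone and 100% = Melanotan II plus saturating MCL0020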
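System: U2OS-MC4R stable cell line; Technique: Eu-cAMP/anti-cAMP TR-FRET, emission 671 nm; Repeats: single well per compound; Also added: Melanotan II; Dosing: one concentration, 6.5 µM nominal; Schedule: 30-min compound, 1-h challenge, 1-h detection, room temperature.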
* = called active by the depositor; i = inactive; x = not tested or not shown.

SMILES	ABHD5 PLIN5 PPI	CaV13 FRET inh	PDI inh	ABCB6 inh MLPCN	N-glyco inh	MC4R ag barr	m5-HT2A agonist	Cardio protect	Granule exo inh	MC4R antag cAMP
Cc1ccccc1C(=O)OCC(=O)N(C)c1c(N)n(Cc2ccccc2)c(=O)[nH]c1=O	1	-6	-3	97	2	0.0	-10	3	-1	7
COc1ccc(C)cc1NCc1ccc(OC)c(C)c1OC	-1	5	14	104	-2	0.8	-7	-6	1	1
NNC(=O)Cc1cccc2ccc(Cl)cc12	-8	-6	-1	100	1	-1.5	-9	6	-15	-8
COC(=O)NC1CCC(NC(=O)OC)CC1 (stereo unspecified)	4	-4	-2	104	0	-2.7	0	4	4	-3
CC1CCCN(C(=O)CSc2n[nH]c(-c3cccs3)n2)C1 (stereo unspecified)	6	-4	9	96	-2	-2.3	5	-1	-5	-2
CC(C)CCN1C(=O)c2ccc(C(=O)N3CCCCC3)cc2C1=O	-8	-3	0	90	-1	-0.1	1	-1	-4	1
Cn1cccc1Cc1nnc(SCC(=O)Nc2ccc(F)cc2)n1CCc1ccccc1	2	-5	x	96	-1	1.9	-1	3	0	0
CC(C(=O)N1CCc2ccccc21)n1cnc2c1c(=O)n(C)c(=O)n2C (stereo unspecified)	1	-6	-7	96	5	-0.6	5	0	-2	1
O=C(NNc1nc(-c2ccc(F)cc2)cs1)c1ccccc1	-4	3	11	94	-8	-1.2	-5	9	1	20
Cc1ccc(-c2nn3c(=O)c(C)nnc3s2)cc1	6	-5	-2	97	-1	0.8	3	-2	2	-6
CN(CC#CC1(O)c2ccccc2-c2ccccc21)Cc1ccccc1	1	-3	7	91	1	-1.6	-2	6	-8	16
O=C1C2C3C=CC(O3)C2C(=O)N1N=Cc1ccc2c(c1)OCO2 (stereo unspecified)	-1	-10	0	98	-2	-1.4	2	-4	-3	9
Clc1ccc(-n2ncc3c(NCCCn4ccnc4)ncnc32)cc1	1	-5	0	100	-3	-1.8	-4	-1	11	9
COc1ccc(C2/C(=C(\O)c3ccc4c(c3)OCCO4)C(=O)C(=O)N2Cc2ccco2)c(OC)c1 (stereo unspecified)	9	-4	-1	101	2	-1.8	0	17	-1	3
O=C(O)Cn1cc2c(n1)CCCC2	0	-6	-4	98	1	2.0	1	7	0	21
O=C(Nc1ccccc1F)c1csc([C@@H]2C[C@H](O)[C@@H](CO)O2)n1	1	-5	16	97	0	-1.1	-1	3	-2	3
CSc1ccccc1C(=O)NCC(c1ccco1)N1CCCCC1 (stereo unspecified)	2	-5	2	100	1	-1.9	-2	6	5	15
COC(=O)N(C)C[C@@H]1OCc2cnnn2CCCC(=O)N([C@H](C)CO)C[C@H]1C	-4	-3	1	100	4	0.1	-2	0	1	2
Cc1oc(-c2ccccc2)nc1C(=O)O	3	-3	3	93	1	1.5	-3	-4	7	-3
COc1ccc(C(C)C)cc1S(=O)(=O)N1CCN(c2ccccc2)CC1	4	-4	0	99	-3	-2.2	-2	0	9	18

Next section (two carried over from the part before).
SMILES	ABHD5 PLIN5 PPI	CaV13 FRET inh	PDI inh	ABCB6 inh MLPCN	N-glyco inh	MC4R ag barr	m5-HT2A agonist	Cardio protect	Granule exo inh	MC4R antag cAMP
Cc1oc(-c2ccccc2)nc1C(=O)O	3	-3	3	93	1	1.5	-3	-4	7	-3
COc1ccc(C(C)C)cc1S(=O)(=O)N1CCN(c2ccccc2)CC1	4	-4	0	99	-3	-2.2	-2	0	9	18
COCCn1c(=NC(=O)CCS(=O)(=O)c2ccccc2)sc2ccccc21	3	-2	5	91	-3	-0.3	-2	-9	4	10
COc1cccc(NC(=O)c2ccncc2)c1	-2	x	9	92	3	0.5	1	7	0	12
c1ccc(Nc2ncnc3sc4c(c23)CCC4)cc1	6	-5	-1	102	-3	4.0	0	-4	-5	0
Cc1ccc(-c2nnc(-c3ccc(NC(=O)c4cccs4)cc3)o2)cc1	4	-7	-1	84	-2	0.2	1	-3	-9	28
CCn1c(SCC(=O)c2ccccc2)nnc1-c1cc2cc(Br)ccc2o1	-2	-1	4	103	0	2.3	0	-16	-11	-4
O=C1CCCN1CCC(=O)N1CCCC(Nc2ccc(F)cc2)C1 (stereo unspecified)	-1	-3	24	94	3	-1.6	2	-2	0	0
Cc1ccc(Cl)cc1N1CCN(C(=O)Cc2ccc(-n3c(=O)[nH]c4ccsc4c3=O)cc2)CC1	0	-3	3	100	1	3.1	0	1	3	15
COCC(C)NC(=O)c1ccccc1OC(C)=O (stereo unspecified)	0	-4	0	97	1	-3.4	-1	10	1	1
CC(C)[C@H](NC(=O)[C@@H]1Cc2c([nH]c3ccccc23)C2c3ccccc3C(=O)N21)C(=O)NCC1CCCO1 (stereo partly specified)	0	x	x	103	1	0.7	0	5	-7	1
S=c1[nH]nc(Cc2ccccc2)n1-c1cccc2ccccc12	0	-7	8	102	0	-3.9	5	-2	-2	0
O=C(CSc1c2c(nc3ccc(Cl)cc13)CCCC2)N1CCN(C(=O)c2ccco2)CC1	22	-4	-12	98	41*	-1.7	-2	8	14	41*
CCOC(=O)N1CCN(C(=O)Nc2ccc3nc(-c4ccccn4)c(-c4ccccn4)nc3c2)CC1	-1	x	13	109	2	-1.9	-2	19	1	0
CCCCNC(=O)CCCCCNS(=O)(=O)c1ccc(Br)cc1	0	1	-2	98	-1	1.0	-3	-6	-1	6
CC(C)C(OC(=O)CN1C(=O)c2ccccc2C1=O)C(=O)NC1CCCCC1 (stereo unspecified)	1	-3	-7	94	0	0.3	4	1	16	3
Cc1cc(Nc2ccc(C)c(C)c2)n2nc(C)nc2n1	1	-2	x	96	1	-0.2	-4	-9	1	2
NS(=O)(=O)c1cccc(NC(=O)CCN2C(=O)C3CCCCC3C2=O)c1 (stereo unspecified)	-9	-3	-8	93	1	-0.9	1	4	-4	5
COCCN=c1scc(C)n1/N=C/C1CC2C=CC1C2 (stereo unspecified)	2	3	3	106	0	0.5	-2	0	-5	27
CS(=O)(=O)N(CC(=O)N1CCc2ccccc2C1)Cc1ccccc1	4	-10	3	99	0	-1.0	2	7	0	16
CCc1ccc(/C=C2/Sc3ccccc3N(CC(=O)NCC3CCCO3)C2=O)cc1 (stereo unspecified)	1	-8	-11	96	-2	3.0	-5	6	4	0
Cc1cccc(CCNC(=O)CCS(=O)(=O)c2cc3c(cc2C)NC(=O)CO3)c1	-10	3	x	106	4	-0.3	-7	1	-2	13

Sorted by value in MC4R ag barr (descending): three of the compounds above
Structure | MC4R ag barr
CCn1c(SCC(=O)c2ccccc2)nnc1-c1cc2cc(Br)ccc2o1 | 2.3
COCCN=c1scc(C)n1/N=C/C1CC2C=CC1C2 (stereo unspecified) | 0.5
COCCn1c(=NC(=O)CCS(=O)(=O)c2ccccc2)sc2ccccc21 | -0.3

The list goes on.
SMILES	ABHD5 PLIN5 PPI	CaV13 FRET inh	PDI inh	ABCB6 inh MLPCN	N-glyco inh	MC4R ag barr	m5-HT2A agonist	Cardio protect	Granule exo inh	MC4R antag cAMP
O=C(O)c1ccc(N2C(=O)c3cccc4cccc(c34)C2=O)cc1	-6	-5	-32	90	5	-2.2	-5	2	4	8
COC(=O)c1ccc(OCC(=O)c2ccccc2)cc1	-3	-4	3	95	-4	0.4	-1	-13	1	0
CCCn1nc(NC(C)=O)c2cc3cccc(C)c3nc21	2	2	13	105	2	1.9	8	-3	-17	2
CC(C)=CCCC(C)=CCN1C(=O)CN(C)C1=O	5	-9	-11	97	3	0.5	1	-8	-8	5
NC(=O)CCN(C(=O)c1cccc(S(=O)(=O)N2CCc3ccccc32)c1)c1ccccc1	8	-3	-6	88	-1	-0.9	1	2	4	0
O=C(CO/N=C/c1ccc(OC(F)F)cc1)NC1CCCC1	1	-4	2	94	0	-1.6	9	1	-2	1
COc1ccc2oc(=O)c(C(=O)N3CCN(c4ccccc4C)CC3)cc2c1	-6	-4	-1	101	2	2.6	0	2	-2	-10
CCCN1C(=O)/C(=C\C=C2\N(CC)c3ccccc3C2(C)C)SC1=S	0	14	0	i	0	-3.3	-2	-15	0	5
COc1ccc(NS(=O)(=O)c2ccc(SC)cc2)cc1	6	-9	-7	102	-1	3.4	8	-13	5	4
O=C(NCC1(N2CCCCC2)CCCCC1)c1cccc(S(=O)(=O)Nc2ccccc2Cl)c1	2	-5	-4	104	-6	-0.9	-16	28	10	4
O=C(NCc1ccccc1)N1CCC(n2cnc3cc(F)ccc32)CC1	-2	x	2	97	-3	-1.1	-2	0	-2	0
Cn1c2c(c(=O)n(C)c1=O)C(c1ccccc1OC(F)F)C1=C(CCCC1=O)N2 (stereo unspecified)	5	-5	-12	97	2	0.0	10	4	-2	4
O=C(NCCc1ccc2c(c1)OCCO2)c1cc(S(=O)(=O)N2CCCC2)ccc1Br	2	-2	-6	91	1	-1.0	-2	-10	4	3
CCc1nnc(NC(=O)c2cccc(S(=O)(=O)N3CCN(C(C)=O)CC3)c2)s1	6	-2	-3	98	1	-1.0	4	0	-4	9
COc1ccc(C(=O)CSc2nccc(=O)[nH]2)cc1	4	-6	0	106	-1	0.1	1	-1	-4	25
CC(C)CC(=O)N1CCN(CC2CC=CCC2)CC1 (stereo unspecified)	2	-5	-5	100	1	-0.8	4	7	-5	9
O=C(Nc1ccc(C(=O)N2CCCC2)cc1)c1cc(F)c(F)cc1Cl	4	-4	9	93	2	-1.6	2	-1	0	5

Arranged by number of heavy atoms (descending): some entries from above.
SMILES	ABHD5 PLIN5 PPI	CaV13 FRET inh	PDI inh	ABCB6 inh MLPCN	N-glyco inh	MC4R ag barr	m5-HT2A agonist	Cardio protect	Granule exo inh	MC4R antag cAMP
O=C(NCCc1ccc2c(c1)OCCO2)c1cc(S(=O)(=O)N2CCCC2)ccc1Br	2	-2	-6	91	1	-1.0	-2	-10	4	3
Cn1c2c(c(=O)n(C)c1=O)C(c1ccccc1OC(F)F)C1=C(CCCC1=O)N2 (stereo unspecified)	5	-5	-12	97	2	0.0	10	4	-2	4
CCc1nnc(NC(=O)c2cccc(S(=O)(=O)N3CCN(C(C)=O)CC3)c2)s1	6	-2	-3	98	1	-1.0	4	0	-4	9
COC(=O)c1ccc(OCC(=O)c2ccccc2)cc1	-3	-4	3	95	-4	0.4	-1	-13	1	0
CC(C)CC(=O)N1CCN(CC2CC=CCC2)CC1 (stereo unspecified)	2	-5	-5	100	1	-0.8	4	7	-5	9
CC(C)=CCCC(C)=CCN1C(=O)CN(C)C1=O	5	-9	-11	97	3	0.5	1	-8	-8	5

The order is random, and some 4.2% of all compounds hit somewhere here.
